Screens from PubChem BioAssay.
GPR151 activ = human GPR151 activation; Q8TDV0; PathHunter beta-arrestin GPR151 cells, luminescence; activation, % at 11.2 µM; actives 1% (n = 650,000); in the data active = activation above about 4.9%;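 also: 0% = median of compound wells and 100% = cells with positive control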
Target sequence (Q8TDV0 whole entry, looked up): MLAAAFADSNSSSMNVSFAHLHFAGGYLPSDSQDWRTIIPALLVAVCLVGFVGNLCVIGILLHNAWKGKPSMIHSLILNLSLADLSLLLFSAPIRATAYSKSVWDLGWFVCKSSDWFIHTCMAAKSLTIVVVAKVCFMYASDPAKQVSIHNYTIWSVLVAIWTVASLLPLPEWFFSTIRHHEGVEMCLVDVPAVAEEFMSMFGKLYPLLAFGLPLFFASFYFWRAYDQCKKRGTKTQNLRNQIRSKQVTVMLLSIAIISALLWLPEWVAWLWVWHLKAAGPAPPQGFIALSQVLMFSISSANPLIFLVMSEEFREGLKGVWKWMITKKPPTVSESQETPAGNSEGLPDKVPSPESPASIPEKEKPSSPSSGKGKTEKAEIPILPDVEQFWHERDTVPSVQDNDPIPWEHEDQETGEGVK
FBW7 act = human FBW7 E3 ligase activation, primary screen; Q969H0; AlphaScreen FBW7–phospho-cyclin E peptide binding, activator screen; normalized activity (activation), % at 26.1 µM; actives 0.13% (n = 650,000); AID 1259310; in the data active = normalized activity above about 1.9%;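 also: purified mutant Fbw7 with reduced substrate affinity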
Target sequence (Q969H0 whole entry, looked up): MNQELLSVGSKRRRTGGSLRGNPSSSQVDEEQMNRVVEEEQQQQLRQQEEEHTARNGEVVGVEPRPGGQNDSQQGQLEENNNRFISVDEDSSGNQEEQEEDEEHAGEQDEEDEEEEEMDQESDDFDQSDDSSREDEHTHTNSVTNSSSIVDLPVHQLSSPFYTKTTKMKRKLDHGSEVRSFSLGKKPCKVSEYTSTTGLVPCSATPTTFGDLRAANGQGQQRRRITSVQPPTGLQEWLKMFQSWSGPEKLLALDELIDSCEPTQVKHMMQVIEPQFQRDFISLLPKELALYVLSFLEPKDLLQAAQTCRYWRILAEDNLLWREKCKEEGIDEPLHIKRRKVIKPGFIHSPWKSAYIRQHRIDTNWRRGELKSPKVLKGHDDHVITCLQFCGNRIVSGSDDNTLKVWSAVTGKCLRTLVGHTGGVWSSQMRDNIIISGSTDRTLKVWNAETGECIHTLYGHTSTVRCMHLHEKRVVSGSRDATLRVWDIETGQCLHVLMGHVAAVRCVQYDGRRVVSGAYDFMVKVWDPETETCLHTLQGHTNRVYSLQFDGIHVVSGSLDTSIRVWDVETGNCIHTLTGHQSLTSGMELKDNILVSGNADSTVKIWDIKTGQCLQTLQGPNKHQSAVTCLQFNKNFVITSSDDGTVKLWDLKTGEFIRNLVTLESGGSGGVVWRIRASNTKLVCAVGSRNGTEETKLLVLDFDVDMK
TEAD-YAP inh = TEAD-YAP interaction inhibition; AID 1259422; HEK-TIYL cells, TEAD-Gal4/YAP UAS-luciferase luminescence; inhibition, % at 9.12 µM; actives 1.4% (n = 640,000); in the data active = inhibition above about 32%;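 also: 0% = median of test compound wells and 100% = reference inhibitor wells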
MITF inh = inhibitors of human MITF | AID 1259374 | O75030 | inhibition, % at 2.6 µM | AlphaScreen MITF homodimerization, bead proximity signal | actives 0.91% (n = 650,000); in the data active = inhibition above about 50%;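 also: 0% = vehicle wells with protein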
Active calls of the source: *.

item | Structure | GPR151 activ | FBW7 act | TEAD-YAP inh | MITF inh
1 | CCCCNC(=O)c1cc2cc3ccc(C)cc3nc2o1 | 0.9 | 0.0 | -35 | -3
2 | CC(C)Nc1nc(NC(C)C)nc(N(C)C(N)=O)n1 | 0.5 | 0.1 | -20 | 2
3 | Cc1ccc(NC(=O)C(C)(C)C)c([N+](=O)[O-])c1 | -1.4 | -0.1 | 6 | 14
4 | CC1=C(C(=O)OCC2CCCO2)C(c2cc3c(cc2Br)OCO3)C2=C(CC(C)(C)CC2=O)N1 (stereo unspecified) | -1.3 | 0.1 | -1 | 10
5 | COc1ccc2c(c1)CC(C(=O)Nc1ccc(-c3cn[nH]c3)cc1Oc1ccc(F)cc1)CO2 (stereo unspecified) | -0.5 | -0.1 | -6 | 10
6 | COc1ccc(CN2CCOCC2)c(OC)c1 | 0.0 | -0.3 | 2 | -3
7 | CC(C)N1C(=O)C2(c3ccccc31)N1CC3(C)CN2CC(C)(C1)C3=O (stereo unspecified) | 0.1 | -0.1 | 4 | -4
8 | CC1=C(C(=O)c2ccc(Cl)cc2)C(c2ccccc2)NC(=O)N1 (stereo unspecified) | -0.3 | 0.1 | 9 | 11
9 | CCC(=O)Nc1sc2c(c1C(=O)Nc1ccccc1)CCCC2 | -0.4 | 0.2 | 1 | -8
10 | O=c1[nH]cc(S(=O)(=O)Nc2ccc(Cl)c(Cl)c2)c(=O)[nH]1 | -1.0 | -0.2 | 4 | 1
11 | Cc1nn(CC(=O)N2CCC(C)CC2)c(=O)c2cc3ccsc3n12 | -0.6 | 0.4 | -4 | -2
12 | Nc1ccc(N2C(=O)c3ccccc3C2=O)c(Cl)c1 | 1.9 | 0.0 | -5 | -15
13 | Cc1csc2nc(-c3ccc(NC(=O)c4cccnc4Cl)cc3)cn12 | 0.3 | -0.1 | 18 | 2
14 | COc1ccc(C2=N/C(=C\c3ccc(OC(C)=O)c(OC(C)=O)c3)C(=O)O2)cc1OC | -0.5 | 0.1 | 11 | -11
15 | O=C(O)C1C2C=CC3(CN(CCCN4CCOCC4)C(=O)C13)O2 (stereo unspecified) | 0.6 | 0.7 | -9 | 14
16 | Cc1nnc(NC(=O)c2ccccc2C(=O)O)s1 | -0.2 | 0.4 | 7 | 2
17 | CCN(CC)c1ccc(/C=N\NC(=O)CCc2c(C)n[nH]c2C)c(O)c1 | 0.5 | -0.1 | 15 | 20
18 | CCOC(=O)c1c(NC(=O)c2sc3nc(N)c(C#N)cc3c2N)sc2c1CCCC2 | 0.4 | 0.1 | 10 | 19
19 | Cc1ccc(-c2nc(CCN)cs2)cc1 | 0.5 | 0.1 | -17 | 5
20 | COc1ccc(N(CC(=O)NCCSc2nc3ccccc3s2)S(=O)(=O)c2ccccc2)c(OC)c1 | -0.9 | -0.1 | 7 | 2

3 structures already listed, arranged by heavy-atom count, highest first.
item | Structure | GPR151 activ | FBW7 act | TEAD-YAP inh | MITF inh
11 | Cc1nn(CC(=O)N2CCC(C)CC2)c(=O)c2cc3ccsc3n12 | -0.6 | 0.4 | -4 | -2
12 | Nc1ccc(N2C(=O)c3ccccc3C2=O)c(Cl)c1 | 1.9 | 0.0 | -5 | -15
16 | Cc1nnc(NC(=O)c2ccccc2C(=O)O)s1 | -0.2 | 0.4 | 7 | 2

Continued.
item | Structure | GPR151 activ | FBW7 act | TEAD-YAP inh | MITF inh
21 | Cc1cc(N2C(=O)c3oc4ccccc4c(=O)c3C2c2ccccn2)no1 (stereo unspecified) | 1.0 | 0.1 | 0 | -17
22 | FC(F)(F)c1ccc(-c2[nH]ncc2-c2cnccn2)cn1 | -0.7 | 0.2 | -5 | 23
23 | CCOC(=O)C(CCCCOc1ccc(F)cc1)C(=O)OCC | -0.4 | 0.2 | 7 | -15
24 | Cc1sc2nc(C3CCCN(C(=O)c4ccccc4F)C3)[nH]c(=O)c2c1C (stereo unspecified) | 0.0 | 0.2 | -33 | 12
25 | Cn1ccc(CC(=O)N2CCC[C@@H]3CN(C(=O)c4cccc(F)c4)CC[C@@H]32)c1 | 1.1 | -0.1 | -5 | -4
26 | CN1CCN(NC(=S)Nc2ccc(Nc3ccccc3)cc2)CC1 | 2.1 | 0.1 | 17 | 5
27 | CCOc1ccc(N2C(=O)CC(NCCc3ccncc3)C2=O)cc1 (stereo unspecified) | 2.2 | -0.2 | 5 | -6
28 | COc1cccc(CCNC(=O)CCc2nnc(COc3ccccc3)o2)c1 | -0.6 | -0.1 | -26 | 10
29 | O=C1N(Cc2cccs2)c2ccccc2C1(O)c1c[nH]c2ccccc12 (stereo unspecified) | -1.1 | 0.1 | 17 | 4
30 | CCOC(=O)c1ccc(-c2ccc(/C=C3/C(=N)N4N=C(C(F)(F)F)SC4=NC3=O)o2)cc1 | -0.5 | 0.4 | -8 | 25

Full records as entered above.
FC(F)(F)c1ccc(-c2[nH]ncc2-c2cnccn2)cn1 is entered as GPR151 activ: -0.7; FBW7 act: 0.2; TEAD-YAP inh: -5; MITF inh: 23
COc1cccc(CCNC(=O)CCc2nnc(COc3ccccc3)o2)c1 is entered as GPR151 activ: -0.6; FBW7 act: -0.1; TEAD-YAP inh: -26; MITF inh: 10
Cc1sc2nc(C3CCCN(C(=O)c4ccccc4F)C3)[nH]c(=O)c2c1C (stereo unspecified) is entered as GPR151 activ: 0.0; FBW7 act: 0.2; TEAD-YAP inh: -33; MITF inh: 12

Later entries.
item | Structure | GPR151 activ | FBW7 act | TEAD-YAP inh | MITF inh
31 | Oc1ccccc1C1CC(c2cccs2)=NC(c2ccc(F)cc2)N1 (stereo unspecified) | -2.0 | -0.1 | -25 | 1
32 | C#CCn1c(=NC(=O)CCC)sc2cc(S(N)(=O)=O)ccc21 | 0.3 | 0.0 | 8 | 2
33 | Cc1ccc(CC(NC(=O)c2ccccc2)C(=O)N2CCCC2C(=O)O)cc1 (stereo unspecified) | -1.4 | 0.3 | 1 | 14
34 | O=C(c1ccoc1CN1CCOCC1)N1CCC2(CC1)Nc1ccccc1-n1cccc12 | 0.8 | 0.0 | 6 | 7
35 | Brc1ccc(-c2cnc3n2CCCCC3)cc1 | 3.3 | 0.3 | -5 | 22
36 | Cc1ccc(C)c(NC(=O)CCC(=O)NN=C(C2CC2)C2CC2)c1 | 2.3 | -0.1 | 4 | 8
37 | CCOC(=O)C1=C(C)N=c2s/c(=C/c3ccc(C(=O)OC)cc3)c(=O)n2C1c1cccs1 (stereo unspecified) | 0.7 | -0.1 | 4 | -13
38 | CCn1c2ccccc2c2cc(NC(=O)c3ccc(OC)cc3OC)ccc21 | 1.5 | 0.0 | -5 | 7
39 | CC(C)CCN1CCN2C(=O)[C@H](COCc3ccccc3)NC(=O)[C@H]2C1 | -1.2 | 0.1 | -1 | -11
40 | O=C(NN=C1CCCCCCC1)c1cccc(O)c1 | -2.0 | 0.0 | 26 | 0
41 | COc1ccc(Cl)cc1NC(=O)NCC(c1ccsc1)N1CCN(C)CC1 (stereo unspecified) | -0.9 | 0.1 | 1 | 15
42 | Cc1ccc(COc2ccc([N+](=O)[O-])cc2C=O)cc1 | 0.6 | -0.1 | -45 | -3
43 | O=C(O)c1ccc(CN2CCN(c3ccc([N+](=O)[O-])cc3)CC2)cc1 | -0.4 | 0.0 | 14 | -7
44 | O=C(CSc1ccc2nnc(-c3ccccc3)n2n1)NC1CCCCC1 | 1.0 | 0.3 | -4 | 9
45 | CC(C)NC(=O)c1cc2sccc2nc1C(F)(F)F | 4.4 | 0.3 | -4 | 27
46 | c1ccc(CSCc2cn3ccsc3n2)cc1 | -0.1 | -0.1 | -37 | 4
47 | O=C(NCc1ccccc1)c1ccccc1Nc1ccnc(Nc2ccc(N3CCOCC3)cc2)c1 | 11* | -0.5 | 37* | 8
48 | O=C1CCC(=O)N1c1ccc(NCc2cccc3ccccc23)c([N+](=O)[O-])c1 | 1.4 | 0.2 | -2 | 10
49 | CCc1ccc(NC(=O)COc2cc(Cl)ccc2Cl)cc1 | -0.9 | 0.0 | -21 | -302
50 | Cc1ccccc1C(=O)NNC(=O)c1cc(Cl)ccc1O | 0.0 | -0.2 | -1 | -8
51 | S=C(Nc1ccccc1)N1CCN(c2ccc(N3CCOCC3)nn2)CC1 | -0.7 | -0.1 | -2 | 0
52 | CCOC(=O)c1[nH]ncc1CN1CCC(Cc2ccccc2)(C(=O)OCC)CC1 | 0.8 | 0.2 | 1 | -8
53 | COc1ccccc1CNC(=O)c1ccc2c(c1)ncn2-c1cc(C)ccc1OC | -1.1 | -0.1 | 2 | 10
54 | O=C(NC1CC1)c1cc2c(F)cccc2s1 | -1.3 | -0.2 | -5 | 1
55 | Clc1cccc(CN2CCN(Cc3cccnc3)CC2)c1 | -0.3 | 0.1 | 7 | 85*
56 | Cc1cc2cc3c(N)c(C(=O)NCc4ccco4)sc3nc2cc1C | 0.3 | 0.2 | -4 | 4
57 | C=CCn1c(CCSCc2ccccc2)n[nH]c1=S | 0.7 | 0.0 | 6 | -2
58 | COCCNS(=O)(=O)c1ccc(-n2cnnn2)cc1 | 0.9 | -0.1 | -5 | -2
59 | CN1CCN(c2ccc(NC(=O)CC34CC5CC(CC(C5)C3)C4)cc2)CC1 | -1.8 | -0.2 | 14 | -13
60 | Cc1cc(C)cc(NC(=S)N(CCCN2CCCC(C)C2)Cc2cccs2)c1 (stereo unspecified) | 0.6 | -0.2 | -6 | -4
61 | Cc1cc(C)cc(NC(=O)Nc2nnc(N3CCCC(C)C3)s2)c1 (stereo unspecified) | -0.2 | -0.2 | 4 | 12
62 | O=C(NCC1CCCN(Cc2cccnc2)C1)c1cccc2ccccc12 (stereo unspecified) | 1.3 | 0.0 | 0 | 1
63 | COC(=O)C(C)N(c1cc(C)cc(C)c1)S(C)(=O)=O (stereo unspecified) | 1.6 | -0.1 | -7 | 3
64 | O=C(Cc1cccc2ccccc12)N/N=C/c1c[nH]c2ccccc12 | -0.3 | -0.1 | 11 | 14
65 | O=C(CSc1ccc(-c2ccccn2)nn1)NCc1ccc(F)cc1 | -1.6 | -1.8 | -6 | 24
66 | Cc1ccc(C)c(Oc2coc3cc(OC(=O)C(C)C)ccc3c2=O)c1 | 0.4 | 0.1 | -5 | -6
67 | O=C(CN1CCC(Nc2nc(C(F)(F)F)cc(=O)[nH]2)CC1)Nc1cccc2ccccc12 | 0.6 | 0.0 | 10 | 0
68 | Cc1cccc(-n2nc([N+](=O)[O-])c(=Nc3ccc(Br)cc3)n2O)c1 | 0.1 | 0.6 | 22 | 16
69 | O=C1NC(=O)C(Cc2ccncc2)S1 (stereo unspecified) | -0.4 | -0.1 | 3 | 4
70 | Clc1ccc(OCCCn2ccnc2)c2ccccc12 | -0.2 | -0.1 | -10 | 5
71 | CCCCCOc1ccc(C(=O)CCN2CCOCC2)cc1 | 0.2 | -0.2 | -7 | -7
72 | O=C(Nc1cccc(I)c1)C1CCCC1 | -0.3 | 0.1 | -3 | 10
73 | CCCCCCCC(=O)N/N=C(\C)c1ccccc1O | -1.4 | -0.3 | -1 | -7
74 | Cc1nnc2ccc(SCC(=O)N3CCCC3c3nc4ccc(F)cc4[nH]3)nn12 (stereo unspecified) | 0.2 | 0.0 | -2 | 1
75 | O=c1c(=O)n(Cc2ccc(F)cc2)ccn1Cc1ccccc1 | -2.0 | 0.0 | -3 | -11
76 | CCOc1ccc(N(C(C)C(=O)NC2CCCCC2)S(C)(=O)=O)cc1 (stereo unspecified) | 0.6 | 0.2 | 11 | 10
77 | O=C(c1ccc(F)cc1)N1CCN(Cc2cccc(F)c2)CC1 | 1.1 | 0.0 | 4 | 58*
78 | CC(O)CNC(CC(=O)Nc1cccc(Cl)c1)C(=O)O (stereo unspecified) | -0.3 | 0.2 | 4 | -3
79 | C/C(CC(=O)Nc1cccc(Cl)c1C)=N\NC(=O)c1cccc(O)c1 | -1.4 | 0.1 | 18 | 8
80 | COc1ccc(C(=O)N2CCC(O)(c3nccn3C)CC2)c(OC)c1 | -0.4 | 0.0 | 2 | -4

Next entries.
item | Structure | GPR151 activ | FBW7 act | TEAD-YAP inh | MITF inh
81 | Cc1cc(NC(=O)c2cc([N+](=O)[O-])ccc2Cl)no1 | 2.3 | 0.0 | 13 | 11
82 | COc1cccc2sc(NC(=O)c3ccco3)nc12 | -0.1 | 0.3 | -13 | 7
83 | CCc1c(C(=O)NC2CCCC2)csc1C | 0.1 | -0.1 | 2 | -8
84 | Fc1ccccc1-c1nc(N2CCCC2)c2ccccc2n1 | 1.0 | 0.7 | 12 | -5
85 | N#C/C(=C\c1ccc(-c2ccc(C(=O)O)cc2)o1)C(=O)Nc1ccc(F)cc1 | -0.6 | -0.1 | -6 | 8
86 | O=C(N/C(=C/c1ccco1)C(=O)N1CCOCC1)c1ccc(Br)cc1 | 0.8 | 0.1 | 4 | 11
87 | COc1ccc2c(C)c(CC(=O)N3CCOCC3)c(=O)oc2c1OC | 1.2 | 0.3 | -3 | 21
88 | N#Cc1cccc(-c2nnc(SCc3ccccc3C#N)o2)c1 | -0.1 | -0.2 | -3 | 2
89 | NC(=O)CN=Cc1c(O)[nH]c2ccccc12 | 1.6 | 0.0 | 7 | 1
90 | CCOc1ccc(C(=O)Nc2ccc3nn(-c4ccc(OC)cc4)nc3c2)cc1Br | 1.6 | 0.0 | 4 | -5
91 | CCOC(=O)c1c(NC(=O)CSc2nnc(CNC(=O)c3cccc(F)c3)n2C2CCCCC2)sc2c1CCCC2 | -0.7 | 0.0 | 5 | -7
92 | Nc1ccc2nc(SCC(=O)c3ccc([N+](=O)[O-])cc3)sc2c1 | -0.7 | -0.3 | -1 | 3
93 | CCN(CC)C(=O)C1CCCN(c2ncc(C)c(NC3CC3)n2)C1 (stereo unspecified) | -1.8 | 0.0 | 7 | 23
94 | COc1ccc(CNC(=O)C(C)Sc2ncnc3sc(C)c(C)c23)cc1 (stereo unspecified) | 3.5 | -0.1 | -2 | -18
